HKDC1 inh: HKDC1 (human) hexokinase inhibition. Q2TB90. actives 0.16% (n = 340,000). AID 493160. recombinant HKDC1, G6PDH/diaphorase resazurin coupled fluorescence. inhibition, % at 20 µM;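 active means inhibition above about 35% when tested at 20 µM, limit read from the data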;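 further: plate controls were DMSO wells with enzyme for no effect and DMSO wells lacking enzyme for full effect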
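Test system: HK5 enzyme. Quantity: 5 µg/mL HK5 final. Reagent: glucose and ATP substrates. Schedule: 90 min reaction incubation at room temperature, dark. Technique: resazurin-to-resorufin fluorescence via G6PDH and diaphorase coupling, 525/613 nm. Control set: DMSO wells with and without enzyme mix.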
Apaf1 inhib: human Apaf-1 inhibition. reconstituted apoptosome caspase-3 activity, DEVD-Rh110 fluorescence. inhibition, % at 20 µM. actives 0.71% (n = 330,000). AID 489030; active means inhibition of at least 40% at 20 µM;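 further: plate controls were DMSO wells for no effect and DEVD-CHO caspase inhibitor wells for full effect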
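Material: reconstituted apoptosome with Apaf-1, cytochrome c, caspase-9, procaspase-3, dATP; medium: pH 7.5 Hepes buffer with CHAPS, BSA, DTT; also added: cytochrome c and DEVD-Rh110 substrate; timing: 30 min plus 50 min, RT; signal: Rh110 fluorescence intensity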
SENP8 block-1: inhibitors of human SENP8 protease; Q96LD8; purified SENP8, Z-RLRGG-aminoluciferin cleavage, luminescence; inhibition, % at 10 µM; actives 1.2% (n = 330,000); AID 2540; in the data active means inhibition above about 50%
Target sequence (Q96LD8 whole entry, looked up): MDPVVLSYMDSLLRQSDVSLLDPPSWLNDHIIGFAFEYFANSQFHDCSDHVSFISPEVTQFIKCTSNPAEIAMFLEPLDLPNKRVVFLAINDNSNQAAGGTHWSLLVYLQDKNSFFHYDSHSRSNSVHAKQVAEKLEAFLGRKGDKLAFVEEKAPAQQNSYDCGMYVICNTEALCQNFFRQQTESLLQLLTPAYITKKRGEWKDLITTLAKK
SENP8 block-2: SENP8 (human) protease inhibition | Q96LD8 | recombinant SENP8, Nedd8 substrate fluorescence | inhibition, % at 20 µM | actives 0.64% (n = 360,000) | AID 602440; in the data active means inhibition mostly above about 40%, no sharp cut-off; inactive means mostly below about 27%
SENP1 FRET inh: blocks the human SENP1 SUMO protease catalytic domain. inhibition, % at 10 µM. Q9P0U3. actives 0.21% (n = 360,000). AID 624204. recombinant SENP1 catalytic domain, CyPet-SUMO1-YPet FRET cleavage;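 active means inhibition at least 30% at 10 µM, raw YFP signal under a set limit, fluorescence ratio 0.5 to 1.5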;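 further: 0% = enzyme with DMSO and 100% = no enzyme wells; some results filed as inactive read as strong as hits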
Target sequence (Q9P0U3 419-644 limits assumed): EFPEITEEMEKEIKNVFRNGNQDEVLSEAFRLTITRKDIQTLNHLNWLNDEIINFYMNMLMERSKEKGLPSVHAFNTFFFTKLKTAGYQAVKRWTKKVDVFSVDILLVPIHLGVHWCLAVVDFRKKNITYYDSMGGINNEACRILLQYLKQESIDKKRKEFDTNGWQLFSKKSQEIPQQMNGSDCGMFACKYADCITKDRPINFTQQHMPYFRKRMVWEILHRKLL
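material = recombinant human SENP1 catalytic domain, His6-tagged | quantity = 20 pM enzyme | reagent = 25 nM SUMO1 FRET substrate | compound dosing = 10 µM single point, 0.5% DMSO | timing = 50 min enzyme reaction, room temperature, light-protected | detection = FRET, CFP and YFP emission | control set = no-enzyme low, enzyme-DMSO high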
SENP7 block: blocks the human protease SENP7; Q9BQF6; recombinant SENP7, Z-RLRGG-aminoluciferin luminescence, 40 min; inhibition, % at 5 µM; actives 1.5% (n = 330,000);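 active means inhibition above about 50% at the single test dose, limit read from the data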;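 further: plate controls were DMSO with enzyme for no effect and no enzyme buffer wells for full effect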
PfG6PD inh: PfG6PD (Plasmodium falciparum) enzyme inhibition; PfGluPho enzyme, NADPH resazurin-diaphorase fluorescence; inhibition, % at 20 µM; actives 0.78% (n = 350,000);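 active means inhibition reaching at least a set limit at 20 µM in the primary screen, cut at about 59% in these data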;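 further: 0% = DMSO wells with substrate and 100% = DMSO wells lacking glucose-6-phosphate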
SENP6 block: SENP6 protease inhibition. Q9GZR1. actives 1.8% (n = 330,000). inhibition, % at 10 µM. Recombinant SENP6 catalytic domain, aminoluciferin luminescence;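 active means inhibition above about 50% at the single tested dose, limit read from the data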;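 further: plate controls were DMSO wells with enzyme for no effect and DMSO wells lacking enzyme for full effect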
Target sequence (Q9GZR1 628-1112 limits assumed): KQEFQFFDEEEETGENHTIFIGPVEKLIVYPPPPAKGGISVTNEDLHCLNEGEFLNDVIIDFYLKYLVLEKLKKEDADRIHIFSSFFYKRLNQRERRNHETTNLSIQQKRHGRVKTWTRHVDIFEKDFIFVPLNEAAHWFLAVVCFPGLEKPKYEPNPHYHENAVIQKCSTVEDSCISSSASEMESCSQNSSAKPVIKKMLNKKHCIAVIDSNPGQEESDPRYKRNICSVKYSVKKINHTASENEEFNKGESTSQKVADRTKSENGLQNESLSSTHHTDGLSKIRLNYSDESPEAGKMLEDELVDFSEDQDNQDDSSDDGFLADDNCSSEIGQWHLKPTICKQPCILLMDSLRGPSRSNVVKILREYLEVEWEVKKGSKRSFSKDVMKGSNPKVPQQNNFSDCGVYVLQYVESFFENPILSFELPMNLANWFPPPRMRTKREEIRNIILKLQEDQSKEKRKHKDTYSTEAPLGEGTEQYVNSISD
Active calls of the source: *.

Results for COc1ccc(/C=N/NC(=O)CCn2nnc3ccccc32)cc1 ?
HKDC1 inh: 2; Apaf1 inhib: -18; SENP8 block-1: -6; SENP8 block-2: -2; SENP1 FRET inh: 5; SENP7 block: 0; PfG6PD inh: -2; SENP6 block: -9

What do the screens show for `O=C(NCc1cccnc1)Nc1ccc2c(c1)OCO2`?
HKDC1 inh: -11; Apaf1 inhib: -3; SENP8 block-1: -5; SENP8 block-2: 1; SENP1 FRET inh: 1; SENP7 block: 2; PfG6PD inh: 11; SENP6 block: -33

What do the screens show for `CC(C)(C)OC(=O)N1CCCC(C(=O)Nc2cccc(C(=O)NCCc3ccccc3)c2)C1` (configuration not stated)?
HKDC1 inh: 4; SENP8 block-2: -2; SENP1 FRET inh: 0; PfG6PD inh: -5

How did O=C(Cc1cccc(NC(=O)C2CCN(C(=O)C3CC3)CC2)c1)Nc1cccc(C(=O)N2CCCCC2)c1 do in these assays?
HKDC1 inh: 1; SENP8 block-2: 11; SENP1 FRET inh: -1; PfG6PD inh: -3

What do the screens show for `COc1ccc(NS(=O)(=O)c2cccc(C(=O)N(C)Cc3cccs3)c2)cc1`?
HKDC1 inh: 3; Apaf1 inhib: 8; SENP8 block-1: -2; SENP8 block-2: -6; SENP1 FRET inh: 1; SENP7 block: 5; PfG6PD inh: -12; SENP6 block: -1

What do the screens show for `CCOc1cc(/C=N/NC(=O)COc2ccccc2C)ccc1OC(=O)c1cccs1`?
HKDC1 inh: -2; Apaf1 inhib: 16; SENP8 block-1: -1; SENP8 block-2: 5; SENP1 FRET inh: 1; SENP7 block: 0; PfG6PD inh: 6; SENP6 block: -6

What do the screens show for `O=C1CCCN1CN1CCCCC1`?
HKDC1 inh: -1; Apaf1 inhib: 7; SENP8 block-1: -6; SENP8 block-2: 23; SENP1 FRET inh: 5; SENP7 block: -7; PfG6PD inh: 5; SENP6 block: -6

How did CCOC(=O)c1cc(C#N)c(N2CCNCC2)nc1C(F)(F)F do in these assays?
HKDC1 inh: -5; Apaf1 inhib: -7; SENP8 block-1: 4; SENP8 block-2: -79; SENP1 FRET inh: 1; SENP7 block: 3; PfG6PD inh: 9; SENP6 block: -22

Results for CC(C)(C)c1ccc(-c2n[nH]c(=S)n2-c2ccccc2)cc1 ?
HKDC1 inh: 6; Apaf1 inhib: 4; SENP8 block-1: 8; SENP8 block-2: -55; SENP1 FRET inh: 0; SENP7 block: 0; PfG6PD inh: 5; SENP6 block: -3

What do the screens show for `CC(C)NC(=O)COC(=O)Cn1[nH]c(=O)c2ccccc2c1=O`?
HKDC1 inh: -5; Apaf1 inhib: -4; SENP8 block-1: 1; SENP8 block-2: 8; SENP1 FRET inh: 0; SENP7 block: -6; PfG6PD inh: -6; SENP6 block: 8

What do the screens show for `N#Cc1nc(COc2ccc(Cl)cc2)oc1N1CCCC1`?
HKDC1 inh: 0; Apaf1 inhib: 6; SENP8 block-1: -4; SENP8 block-2: 24; SENP1 FRET inh: 0; SENP7 block: -5; PfG6PD inh: 19; SENP6 block: -4

How did COCCNC(=O)CCc1c(C)nc2c(c(C)nn2-c2ccc(C)cc2)c1C do in these assays?
HKDC1 inh: 0; Apaf1 inhib: 7; SENP8 block-1: -9; SENP8 block-2: -284; SENP1 FRET inh: 1; SENP7 block: -8; PfG6PD inh: -2; SENP6 block: -41

A run of entries taken from the entries so far:
Results for COc1ccc(/C=N/NC(=O)CCn2nnc3ccccc32)cc1 ?
HKDC1 inh: 2; Apaf1 inhib: -18; SENP8 block-1: -6; SENP8 block-2: -2; SENP1 FRET inh: 5; SENP7 block: 0; PfG6PD inh: -2; SENP6 block: -9

What do the screens show for `O=C(NCc1cccnc1)Nc1ccc2c(c1)OCO2`?
HKDC1 inh: -11; Apaf1 inhib: -3; SENP8 block-1: -5; SENP8 block-2: 1; SENP1 FRET inh: 1; SENP7 block: 2; PfG6PD inh: 11; SENP6 block: -33

Later entries:
What do the screens show for `COc1ccc2[nH]c(=O)c(C(c3nnnn3C3CCCC3)N(C)C3CCCCC3)cc2c1` (configuration not stated)?
HKDC1 inh: 1; Apaf1 inhib: 13; SENP8 block-1: 2; SENP8 block-2: -191; SENP1 FRET inh: 6; SENP7 block: 1; PfG6PD inh: -11; SENP6 block: 0

What do the screens show for `CC(C)CC(N)c1cn([C@@H](CCC(=O)O)C(=O)N2CCNCC2)nn1` (some centres not stated)?
HKDC1 inh: 2; Apaf1 inhib: 6; SENP8 block-1: 5; SENP8 block-2: 16; SENP1 FRET inh: 0; SENP7 block: 1; PfG6PD inh: -4; SENP6 block: 9

What do the screens show for `Cc1cccc(C(=O)NCc2nnc(SC(C)C(=O)Nc3nnc(C)s3)n2C)c1` (configuration not stated)?
HKDC1 inh: -7; Apaf1 inhib: -7; SENP8 block-1: -4; SENP8 block-2: 11; SENP1 FRET inh: 1; SENP7 block: -6; PfG6PD inh: -3; SENP6 block: -12

What do the screens show for `O=C(CSc1nc2ccccc2n1Cc1ccccc1)N/N=C/c1ccco1`?
HKDC1 inh: 0; Apaf1 inhib: 11; SENP8 block-1: 4; SENP8 block-2: 9; SENP1 FRET inh: 2; SENP7 block: 7; PfG6PD inh: 3; SENP6 block: 3

What do the screens show for `CC(=O)Nc1ccc2c(c1)C(=O)c1cccc(C(=O)O)c1-2`?
HKDC1 inh: -1; SENP8 block-2: 11; SENP1 FRET inh: 1; PfG6PD inh: 10

Results for COc1ccc(S(=O)(=O)N2CC(C)N(C(=O)N(C)C)C2C(C)C)cc1 (configuration not stated) ?
HKDC1 inh: -9; Apaf1 inhib: 2; SENP8 block-1: 1; SENP8 block-2: -1; SENP1 FRET inh: -1; SENP7 block: -3; PfG6PD inh: 9; SENP6 block: 7

What do the screens show for `CCOC(=O)Cn1c(CCC(=O)O)ccc1-c1ccc(F)cc1`?
HKDC1 inh: -3; Apaf1 inhib: -13; SENP8 block-1: 5; SENP8 block-2: -341; SENP1 FRET inh: -21; SENP7 block: 7; PfG6PD inh: -12; SENP6 block: -4

Results for Cc1ccc(CC(=O)Nc2ccc(S(=O)(=O)N3CCOCC3)cc2)cc1C ?
HKDC1 inh: -3; Apaf1 inhib: 24; SENP8 block-1: -16; SENP8 block-2: 1; SENP1 FRET inh: -4; SENP7 block: -6; PfG6PD inh: -1; SENP6 block: -6

Results for CCOc1ccc(C(C(=O)NCC2CCCO2)N(CCc2cccc(C)c2)C(=O)c2snc(C(N)=O)c2N)cc1 (configuration not stated) ?
HKDC1 inh: -2; Apaf1 inhib: 26; SENP8 block-1: -4; SENP8 block-2: -318; SENP1 FRET inh: -30; SENP7 block: -3; PfG6PD inh: 7; SENP6 block: -29

How did COc1cccc2cc(C(=O)N3CCc4ccccc43)c(=O)oc12 do in these assays?
HKDC1 inh: 3; Apaf1 inhib: -1; SENP8 block-1: 0; SENP8 block-2: 18; SENP1 FRET inh: 2; SENP7 block: 2; PfG6PD inh: 16; SENP6 block: -3

Results for Cc1cccc(CN2CCN(C3CCCC3)C(CCO)C2)n1 (configuration not stated) ?
HKDC1 inh: -11; Apaf1 inhib: 4; SENP8 block-1: 5; SENP8 block-2: 3; SENP1 FRET inh: 0; SENP7 block: -3; PfG6PD inh: 23; SENP6 block: -2

Results for COc1ccccc1C1NC(=O)NC(C)=C1C(=O)OC1CCC(C)CC1 (configuration not stated) ?
HKDC1 inh: -2; Apaf1 inhib: 9; SENP8 block-1: -10; SENP8 block-2: 15; SENP1 FRET inh: -1; SENP7 block: 6; PfG6PD inh: 8; SENP6 block: -36

Compounds from the list above with fluorine (two):
How did CCOC(=O)c1cc(C#N)c(N2CCNCC2)nc1C(F)(F)F do in these assays?
HKDC1 inh: -5; Apaf1 inhib: -7; SENP8 block-1: 4; SENP8 block-2: -79; SENP1 FRET inh: 1; SENP7 block: 3; PfG6PD inh: 9; SENP6 block: -22

What do the screens show for `CCOC(=O)Cn1c(CCC(=O)O)ccc1-c1ccc(F)cc1`?
HKDC1 inh: -3; Apaf1 inhib: -13; SENP8 block-1: 5; SENP8 block-2: -341; SENP1 FRET inh: -21; SENP7 block: 7; PfG6PD inh: -12; SENP6 block: -4

Remaining list, next part:
How did O=C(CCCc1ccccc1)NCc1ccc(Cl)cc1 do in these assays?
HKDC1 inh: -2; Apaf1 inhib: 5; SENP8 block-1: 5; SENP8 block-2: 30; SENP1 FRET inh: 2; SENP7 block: -2; PfG6PD inh: -9; SENP6 block: 3

What do the screens show for `COc1ccc(CCNC(=O)c2cn3ccc(C)cc3n2)cc1OC`?
HKDC1 inh: 7; Apaf1 inhib: -3; SENP8 block-1: 0; SENP8 block-2: -28; SENP1 FRET inh: -1; SENP7 block: 0; PfG6PD inh: 8; SENP6 block: 11

Results for COc1cc(/C=N/N=C2\CC3CCC2(C)C3(C)C)ccc1O (configuration not stated) ?
HKDC1 inh: 2; Apaf1 inhib: 6; SENP8 block-1: -8; SENP8 block-2: 13; SENP1 FRET inh: -1; SENP7 block: -8; PfG6PD inh: 10; SENP6 block: -14

How did O=C(c1ccc(OC2CCN(CCc3ccccc3)CC2)cc1)N1CCC[C@H]1CO do in these assays?
HKDC1 inh: 4; Apaf1 inhib: 7; SENP8 block-1: 0; SENP8 block-2: 8; SENP1 FRET inh: -2; SENP7 block: 0; PfG6PD inh: -4; SENP6 block: -6

What do the screens show for `CC(C)(C)c1ccc(C(=O)N2CCCC2)s1`?
HKDC1 inh: 4; Apaf1 inhib: -4; SENP8 block-1: -18; SENP8 block-2: 17; SENP1 FRET inh: -1; SENP7 block: 12; PfG6PD inh: -5; SENP6 block: -12

Results for O=C(NC1CCCCC1)C(c1ccccc1)N1CCc2ccccc21 (configuration not stated) ?
HKDC1 inh: -2; Apaf1 inhib: 17; SENP8 block-1: 0; SENP8 block-2: 8; SENP1 FRET inh: -2; SENP7 block: 1; PfG6PD inh: 10; SENP6 block: -7

Results for CCc1ccc(C(=O)Nc2cc3c(cc2Cl)OCCCO3)cc1 ?
HKDC1 inh: -3; Apaf1 inhib: 8; SENP8 block-1: -10; SENP8 block-2: 17; SENP1 FRET inh: 0; SENP7 block: 2; PfG6PD inh: 6; SENP6 block: -8

How did CCC(=O)Nc1c(-c2ccccc2Cl)c(=O)c2ccccc2n1CC do in these assays?
HKDC1 inh: -1; Apaf1 inhib: -4; SENP8 block-1: 2; SENP8 block-2: -11; SENP1 FRET inh: -1; SENP7 block: 2; PfG6PD inh: -9; SENP6 block: 11

How did O=C(NC(NC1CCS(=O)(=O)C1)C(=O)c1ccccc1)c1ccc(Cl)cc1 (configuration not stated) do in these assays?
HKDC1 inh: -4; Apaf1 inhib: -13; SENP8 block-1: -1; SENP8 block-2: 2; SENP1 FRET inh: -5; SENP7 block: 5; PfG6PD inh: -1; SENP6 block: -1

Results for Nc1[nH]c(=O)nc(Nc2ccccc2)c1N=O ?
HKDC1 inh: -4; Apaf1 inhib: 0; SENP8 block-1: -5; SENP8 block-2: 12; SENP1 FRET inh: -26; SENP7 block: 3; PfG6PD inh: 9; SENP6 block: -23

Results for O=C(CCCCCn1c(=O)[nH]c2ccsc2c1=O)NCc1cccs1 ?
HKDC1 inh: -3; Apaf1 inhib: 2; SENP8 block-1: 6; SENP8 block-2: 9; SENP1 FRET inh: -1; SENP7 block: 2; PfG6PD inh: -15; SENP6 block: -8

What do the screens show for `CCCN1C=CC(=C/C=C(\C#N)C(=O)OCC)C=C1`?
Apaf1 inhib: 5; SENP8 block-1: -13; SENP7 block: -20; SENP6 block: -14

What do the screens show for `O=C1OC2(CCCC2)OC(=O)C1=Cc1c[nH]c2ccccc12`?
HKDC1 inh: -1; Apaf1 inhib: 8; SENP8 block-1: -3; SENP8 block-2: 9; SENP1 FRET inh: -14; SENP7 block: 2; PfG6PD inh: -4; SENP6 block: -9
